JNK3 inh: JNK3 (human) kinase inhibition; P53779; purified JNK3 kinase activity, HTS; inhibition, % at 8 µM; 60,000 tested, 0.61% active; AID 746; in the data active = inhibition above about 17%;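 note: 0% = DMSO and 100% = reference inhibitor; many of its hits are not listed in these tables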
Target sequence (P53779 whole entry, looked up): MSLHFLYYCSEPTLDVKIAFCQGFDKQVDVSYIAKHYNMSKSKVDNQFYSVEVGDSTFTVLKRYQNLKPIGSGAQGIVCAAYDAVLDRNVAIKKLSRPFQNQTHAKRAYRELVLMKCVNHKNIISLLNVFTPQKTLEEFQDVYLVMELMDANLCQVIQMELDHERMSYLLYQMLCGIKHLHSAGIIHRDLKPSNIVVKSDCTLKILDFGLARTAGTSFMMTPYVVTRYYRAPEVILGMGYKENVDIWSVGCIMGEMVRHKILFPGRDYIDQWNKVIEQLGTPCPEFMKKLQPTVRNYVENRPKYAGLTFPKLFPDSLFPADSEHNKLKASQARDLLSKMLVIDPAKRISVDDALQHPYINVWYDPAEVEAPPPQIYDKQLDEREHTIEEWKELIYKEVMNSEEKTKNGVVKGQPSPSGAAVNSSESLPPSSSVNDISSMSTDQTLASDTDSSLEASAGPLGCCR
HEK293 NFkB inh: lowers PMA/ionomycin-induced NF-kB signal in HEK293 cells | HEK-293 NF-kB luciferase reporter, luminescence | inhibition, % at 3 µM | 62,000 tested, 0.21% active;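 active = inhibition above the mean of all tested compounds plus 3 SD, cut at about 40% in these data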;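 note: 0% = stimulated DMSO wells and 100% = 10 µM reference inhibitor 5653914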
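Timing: 1 h pretreatment, 16 h stimulation, 37 °C; system: HEK-293 cells with stable firefly luciferase reporter driven by four HIV NF-kB elements; doses: 3 µM once, 0.30% DMSO; measured by: luciferase luminescence; control set: DMSO and 10 µM reference inhibitor; repeats: single test; reagent: PMA plus ionomycin mix as NF-kB-activating stimulus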
ROCK2 inh: inhibitors of human Rho kinase 2. O75116. purified ROCK2, Kinase-Glo ATP depletion luminescence. inhibition, % at 6 µM. 60,000 tested, 0.35% active;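 active = inhibition above the screen-wide mean inhibition plus 3 SD, cut at about 18% in these data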;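 note: plate controls were DMSO wells for no effect and Y-27632 control wells after no-enzyme background subtraction for full effect; many of its hits are not listed in these tables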
Jurkat tox 60K: cytotoxic compounds reducing Jurkat cell viability | Jurkat E6.1 viability, ATP luminescence, 48 h | 56,000 tested, 1.2% active | inhibition, % at 4 µM;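 active = inhibition above the mean inhibition of all tested compounds plus 3 SD, cut at about 28% in these data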
TNAP act mid DEA: activates human TNAP at intermediate phosphate acceptor concentration; activation factor at 20 µM; P05186; 64,000 tested, under 10 active; purified TNAP, CDP-star luminescence, 100 mM DEA, 30 min; stronger effect = higher value; scale: 0 levamisole-inhibited, 1 vehicle-only enzyme;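 active = activation factor of at least 2 at 20 µM, relative to controls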
Target sequence (P05186 whole entry, looked up): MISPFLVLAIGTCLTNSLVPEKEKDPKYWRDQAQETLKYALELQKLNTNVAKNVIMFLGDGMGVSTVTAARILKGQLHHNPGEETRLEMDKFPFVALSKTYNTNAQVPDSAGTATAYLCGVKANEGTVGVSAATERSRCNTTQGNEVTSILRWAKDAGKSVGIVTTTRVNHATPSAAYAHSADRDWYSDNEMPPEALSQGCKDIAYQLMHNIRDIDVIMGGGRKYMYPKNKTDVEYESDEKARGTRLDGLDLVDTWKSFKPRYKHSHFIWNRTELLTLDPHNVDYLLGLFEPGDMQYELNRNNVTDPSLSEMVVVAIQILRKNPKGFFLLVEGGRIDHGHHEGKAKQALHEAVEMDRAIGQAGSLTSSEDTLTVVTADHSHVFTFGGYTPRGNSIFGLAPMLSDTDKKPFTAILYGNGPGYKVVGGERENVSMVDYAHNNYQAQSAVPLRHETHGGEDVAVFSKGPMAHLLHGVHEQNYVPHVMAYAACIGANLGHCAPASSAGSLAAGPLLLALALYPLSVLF
PKA kinase inh: blocks human protein kinase A activity; AID 524; P17612; PKA Kemptide phosphorylation, Kinase-Glo ATP luminescence; inhibition, % at 6 µM; 65,000 tested, 0.1% active;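 active = inhibition above the screen-wide mean inhibition plus 3 SD, cut at about 21% in these data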; note: many of its hits are not listed in these tables
Cdc25B block: inhibitors of human Cdc25B phosphatase; P30305; recombinant Cdc25B, OMFP fluorescence Ex485/Em525; inhibition, %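 (compounds tested at 10 µM final in the well)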; 65,000 tested, 0.1% active; AID 368; in the data active = inhibition above about 50%
MMP-13 inhibitor: blocks human MMP13 activity; inhibition, % at 4 µM; P45452; MMP-13 fTHP FRET cleavage, Mca fluorescence; 65,000 tested, 0.07% active;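 active = inhibition above the mean of compound-free control plate wells plus 3 SD, cut at about 14% in these data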;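 note: 0% = DMSO wells and 100% = wells with reference MMP-13 inhibitor after basal subtraction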
MKP-1 inh: human dual specificity phosphatase 1 inhibition; 65,000 tested, 0.15% active; recombinant MKP-1, OMFP hydrolysis fluorescence; P28562; inhibition, %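 (compounds tested at a single concentration somewhere between 10 and 100 µM)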;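 active = inhibition above about 50%, limit read from the data; inconclusive = inhibition over screen mean plus 3 SD, below that limit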;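 note: 0% = DMSO max control wells and 100% = wells with enzyme stopped by NaOH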
* hit, by the source's call; ? = inconclusive; nt = not tested or not shown; [ ] = another dose, or the depositor's remark.

SMILES	JNK3 inh	HEK293 NFkB inh	ROCK2 inh	Jurkat tox 60K	TNAP act mid DEA	PKA kinase inh	Cdc25B block	MMP-13 inhibitor	MKP-1 inh
O=C(CN1CCc2ccccc2C1)N1CCN(S(=O)(=O)c2ccccc2)CC1	-6.6	8.5	-1.6	0.1	0.9	-0.4	-12.0	5.0	24.9
O=C(Cn1nnc(-c2ccccc2-n2cnnn2)n1)N1CCCCC1	-3.9	7.6	0.6	2.7	0.9	4.3	-0.2	1.4	-4.1
Cc1ccsc1C(=O)OCC(=O)N1CC(=O)Nc2ccccc21	6.5	-0.5	4.6	-1.4	0.9	8.5	22.2	-2.1	6.1
COc1cc(OC)cc(OCC(O)Cn2ccnc2)c1 (configuration not stated)	1.0	-2.1	7.5	-4.7	0.9	7.7	-20.2	3.7	20.8
COc1cccc(-n2c(Cc3cc(=O)[nH]c(=O)[nH]3)nnc2SCC(=O)N2CCCCC2)c1	-2.1	5.7	4.0	-0.3	0.9	9.3	0.2	4.9	0.1
Cc1ccc(-n2c(SCC(N)=O)nnc2-c2cccnc2)c(C)c1	-4.5	-6.3	-1.2	3.1	1	3.3	-16.4	3.3	-10.2
O=S(=O)(c1ccccc1)c1nc(-c2ccco2)oc1NCc1cccnc1	12.1	12.1	3.2	2.5	0.9	2.9	-6.4	6.3	6.5
O=C1CC2CS(=O)(=O)CC2N1c1ccc(Oc2ccccc2)cc1 (configuration not stated)	4.0	4.4	4.3	6.5	0.9	12.9	12.9	6.6	-7.0
CCOC(=O)C1=C(C)N=C2SC(C)C(=O)N2C1c1ccc(OCC)c(OCC)c1 (configuration not stated)	-4.9	12.5	4.0	2.0	0.9	0.7	-23.8	-1.4	13.9
CCOc1ccc(C(=O)C2CCN(C(=O)c3ccccc3C(=O)O)CC2)cc1	-1.3	7.8	1.9	5.0	0.9	7.4	13.9	2.6	5.7

Compounds from the list above with an aryl thioether with sulfur outside any ring, in the order listed:
SMILES	JNK3 inh	HEK293 NFkB inh	ROCK2 inh	Jurkat tox 60K	TNAP act mid DEA	PKA kinase inh	Cdc25B block	MMP-13 inhibitor	MKP-1 inh
COc1cccc(-n2c(Cc3cc(=O)[nH]c(=O)[nH]3)nnc2SCC(=O)N2CCCCC2)c1	-2.1	5.7	4.0	-0.3	0.9	9.3	0.2	4.9	0.1
Cc1ccc(-n2c(SCC(N)=O)nnc2-c2cccnc2)c(C)c1	-4.5	-6.3	-1.2	3.1	1	3.3	-16.4	3.3	-10.2

Next entries.
SMILES	JNK3 inh	HEK293 NFkB inh	ROCK2 inh	Jurkat tox 60K	TNAP act mid DEA	PKA kinase inh	Cdc25B block	MMP-13 inhibitor	MKP-1 inh
CCN1CCN(S(=O)(=O)c2ccc(S(=O)(=O)NCC3CCCO3)cc2)CC1 (configuration not stated)	nt	15.2	nt	nt	0.8	10.3	-4.5	4.3	10.0
Cc1ccc(NC(=O)C2CC(=O)NC(Nc3cccc(C)c3)=N2)cc1 (configuration not stated)	8.5	-26.6	-1.0	-5.9	0.9	9.8	-0.9	0.6	-4.0
COc1ccc2[nH]c(=O)c(CN(Cc3nnnn3Cc3ccc(F)cc3)CC3CCCO3)cc2c1 (configuration not stated)	-3.6	17.7	2.5	5.7	0.9	9.9	-10.7	-22.2	26.6
CCOc1ccc(-c2nnc(-c3ccncc3)o2)cc1	6.5	-29.9	5.7	11.4	0.9	4.8	1.7	-22.5	-5.8
Cc1ccc(C)c(N(CC(=O)NCc2ccco2)C(=O)CCC(=O)Nc2ccccn2)c1	-2.3	6.3	-1.2	3.3	0.8	4.9	0.1	3.8	2.6
O=C(O)C1C2C=CC(C2)C1C(=O)NCCc1cccc(Cl)c1 (configuration not stated)	8.1	13.5	-4.2	7.7	1	-3.4	-11.1	3.8	6.3
CC(C)(C)OC(=O)N1CCC(c2c(C(=O)O)cnn2-c2ccc(Cl)cc2)CC1	2.0	5.4	5.5	-0.2	0.9	7.5	-3.9	3.0	32.9
CCCSc1nnc(-c2ccccc2N)c(=O)[nH]1	3.8	2.9	2.2	0.4	1	1.7	3.9	-1.2	-2.9
N#CC1=C(N)N(c2ccccc2)C2=C(C(=O)CCC2)C1c1cccs1 (configuration not stated)	6.9	-10.2	4.7	3.6	0.8	4.3	4.9	1.1	7.6
Cc1ncc(CO)c2cc(S(=O)(=O)c3ccc(F)cc3)c(=O)oc12	-5.4	3.3	6.0	-7.5	0.9	10.9	-51.1	-15.5	-2.1
CCCN1CCC(N2CCN(c3ccccc3OC)CC2)CC1	5.3	5.1	4.5	-6.3	0.9	6.1	-0.5	3.1	42.4
COC(=O)c1ccc2c(c1)S(=O)(=O)NC(=NCCCN1CCOCC1)S2	nt	17.7	nt	nt	1	2.1	-6.2	-0.1	2.9
COC(=O)c1ccc(C(=O)Nc2ccc(N)cc2N)cc1	-6.6	12.1	-0.5	-0.7	0.9	-1.8	-13.9	9.3	-0.8
CC(C)Cc1cc(C(=O)Nc2ccc3c(c2)OCO3)no1	-0.4	-5.3	3.6	-4.7	0.9	5.5	-7.7	0.5	-3.9
COC(=O)C1(CO)NC(c2cccs2)C2C(=O)N(c3ccccc3)C(=O)C21 (configuration not stated)	1.0	1.2	1.0	-3.7	0.9	2.7	24.5	-6.2	-0.5
COc1ccc(NC(=O)c2cccs2)cc1OC	-4.3	12.1	-1.1	10.2	1	2.3	-22.3	2.7	9.3
CC(C)C(=O)Nc1ccccc1N1CCN(C(=O)c2ccccc2)CC1	0.9	7.8	4.6	-0.3	1	6.5	-11.3	7.5	-1.9
Nc1nncn1C(=O)CCCOc1ccc(Cl)cc1Cl	3.8	13.7	-6.8	4.9	1	3.3	-10.8	3.3	-9.9
O=C(CCN1C(=O)C2C3C=CC(C3)C2C1=O)Nc1ccccc1F (configuration not stated)	0.0	2.7	5.2	1.3	0.9	6.8	-5.1	-3.8	2.1
COc1cccc(-n2nnc3c(=O)n(Cc4ccccc4F)cnc32)c1	0.6	13.2	7.2	-8.6	0.9	9.7	-10.4	-1.4	12.7
O=C(CSc1nnc(Cn2nnc3ccccc32)o1)N(Cc1ccc(F)cc1)c1ccccc1	-6.9	18.8	-7.1	97.8*	0.9	-9.1	-7.5	4.4	8.0
COc1ccccc1C1NC(=O)CS1 (configuration not stated)	-6.9	17.9	-0.8	3.7	0.9	-5.7	4.3	1.4	10.9
COc1cc2c(cc1OC)C(C)N(C(=O)CCN1C(=O)C3C4C=CC(C4)C3C1=O)CC2 (configuration not stated)	-4.4	15.4	-2.7	1.2	1	-5.9	10.9	5.3	24.7
CCOC(=O)N1CCC(N2CC34C=CC(O3)C(C(=O)Nc3ccc(F)cc3)C4C2=O)CC1 (configuration not stated)	7.4	5.2	3.9	-16.9	1	10.5	-2.5	3.6	5.9
CC12CCC(C(=O)NCCCN3CCOCC3)(OC1=O)C2(C)C (configuration not stated)	3.7	nt	10.8	nt	1	5.8	8.7	-9.1	-16.1
COc1ccccc1N1CCN(S(=O)(=O)c2ccccc2)CC1	4.8	25.9	2.6	7.5	0.9	1.8	-8.8	1.5	-9.1
COCCNc1nc(-n2nc(C)cc2C)nc2sc3c(c12)CCCC3	-2.0	11.3	-5.4	19.4	1	-2.1	-0.3	-39.0	10.5
CN(C(=O)C1CCN(S(=O)(=O)c2cccs2)CC1)C1CCCCC1	2.8	16.7	-3.2	11.4	1	0.5	2.6	6.8	21.3
CN1CCN(C(=O)c2cc3sccc3n2CC(=O)c2ccccc2)CC1	3.4	8.1	4.1	-3.8	1	4.6	-6.3	-4.4	17.8
CC(C(=O)O)n1nc2ccccc2n1 (configuration not stated)	3.0	2.4	8.9	-3.2	0.9	8.6	-7.2	-3.3	15.3

Brought forward from above: two compounds, followed by the next part.
SMILES	JNK3 inh	HEK293 NFkB inh	ROCK2 inh	Jurkat tox 60K	TNAP act mid DEA	PKA kinase inh	Cdc25B block	MMP-13 inhibitor	MKP-1 inh
CN1CCN(C(=O)c2cc3sccc3n2CC(=O)c2ccccc2)CC1	3.4	8.1	4.1	-3.8	1	4.6	-6.3	-4.4	17.8
CC(C(=O)O)n1nc2ccccc2n1 (configuration not stated)	3.0	2.4	8.9	-3.2	0.9	8.6	-7.2	-3.3	15.3
CC(C)Cc1[nH]c(=O)c(C#N)c2c1COC(C)(C)C2	7.9	nt	1.6	nt	0.9	-1.6	15.8	-34.2	-12.9
CCN(C(C)=O)c1nnc(CSc2nc3ccccc3s2)s1	-2.9	-31.5	5.9	13.1	0.9	6.2	-18.6	2.9	-6.3
Fc1ccc(C(c2nnnn2Cc2cccs2)N2CCN(C3CCCC3)CC2)cc1 (configuration not stated)	-2.5	7.6	0.0	2.8	0.9	0.9	-15.6	2.4	2.3
O=C(O)c1cc(-c2ccccc2)nc2ccccc12	4.2	nt	3.5	nt	0.8	-5.6	-15.9	5.9	-17.8
Cc1cc(C(=O)N2CCN(C(c3ccccc3)c3ccccc3)CC2)no1	-4.3	15.3	3.4	9.0	0.9	-3.9	-15.1	1.1	4.8
CC(=O)N(Cc1cc(=O)[nH]c2ccccc12)c1cccc(C)c1	-5.2	-2.1	3.4	-0.5	0.8	5.6	4.4	-5.4	-4.1
CCC(C)NC(=O)CS(=O)Cc1nc(-c2cccc(OC)c2)oc1C (configuration not stated)	6.4	8.7	4.2	-2.8	1	6.2	-10.9	-0.7	6.7
CC(=O)c1c(C)[nH]c(C(=O)NCc2ccccc2Cl)c1C	9.9	10.5	-1.2	11.3	0.9	1.7	-2.3	-0.5	3.0
O=C(NCC1CCCO1)C(C(=O)c1ccccc1)n1ccccc1=O (configuration not stated)	-1.0	0.0	3.8	-7.5	1.1	8.4	2.5	2.6	2.5
COc1ccc(OC)c(C(c2nnnn2CCc2ccccc2)N2CCC(C(N)=O)CC2)c1 (configuration not stated)	3.4	10.7	1.3	-8.0	1	-1.7	3.2	-0.6	5.4
CCS(=O)(=O)N1CCCC(C(=O)NC2CCCCC2C)C1 (configuration not stated)	-3.9	8.6	2.9	-3.4	1	9.8	0.9	-9.0	3.9
COc1ccc(OC)c(NC2c3ccccc3C(=O)N2c2cccnc2)c1 (configuration not stated)	-0.4	-6.0	0.0	2.4	0.9	-1.0	-6.8	3.2	1.9
COc1cc(CN2CCC(C(=O)NC3CCCC3)CC2)ccc1O	-4.1	15.2	-5.9	7.8	1	-7.7	-12.2	-122.9[fluorescence artefact?]	3.3
COc1ccccc1CNC(=O)C1CCN(S(=O)(=O)N2CC(C)CC(C)C2)CC1 (configuration not stated)	2.4	19.8	-1.7	-1.5	0.9	-4.3	-12.6	2.6	8.1
Cc1ccc(S(=O)(=O)N(C)CCCC(=O)N2CCOCC2)cc1	-1.0	-8.8	2.3	0.5	0.9	9.8	-9.4	4.4	7.9
OC1CNCc2cc3c(cc21)OCCO3 (configuration not stated)	-0.3	-1.6	3.4	-1.5	0.8	7.0	-1.7	0.8	5.7
COc1ccc(CCNC(=O)c2cc(-c3ccccc3O)n[nH]2)cc1OC	8.6	9.2	9.0	-3.9	1.6	3.9	-6.1	-4.5	24.9
CCOC(=O)Cc1[nH]nc2c1C(c1cccc(OC)c1OC)C(C#N)=C(N)O2 (configuration not stated)	-1.1	8.7	0.7	-1.7	1	0.8	-10.2	-4.8	-3.4
CN(C)c1ccc(-c2noc(C3CCN(S(=O)(=O)c4ccc(C(=O)O)cc4)CC3)n2)cc1	nt	12.4	nt	nt	1	-5.6	-9.4	1.3	34.8
COC(=O)c1cc(=O)n2c(-c3ccccc3)csc2n1	-0.7	15.0	2.5	1.4	0.9	9.5	1.4	5.8	-8.4
COc1cc(CN(C(=O)c2ccco2)c2ccc(C)cc2)ccc1O	7.1	7.1	-1.2	0.4	0.9	3.7	-6.0	8.4	-8.0
CCCCCn1c(SCC#N)nc2cc(C(=O)NCC3CCCO3)ccc2c1=O (configuration not stated)	-1.2	3.5	7.3	1.4	0.9	9.7	-10.7	0.4	?

Screens deposited in PubChem by several laboratories.
